Screening results from PubChem.
Rab7 wt modul: modulators of GTP binding to dog Rab7 wildtype GTPase; GST-Rab7 beads, fluorescent GTP binding, flow cytometry; actives lie on both sides; untreated = 100%, excess cold GTP = 0%; GTP binding activity (percent of control), % at 10 µM; 190,000 compounds, 0.055% hits; AID 758;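 active = fluorescent GTP binding to Rab7 beads changed by at least 20 points from the 100% baseline, either direction, mostly lower; inconclusive = compound itself probably fluorescent, or too few beads counted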;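 note: median green fluorescence of bound Bodipy-FL-GTP per Rab7 bead population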
HRas wt GTP: human HRas wildtype GTP binding, change in either direction | GTP binding activity, % at 10 µM | P01112 | 190,000 compounds, 0.14% hits | GST-Ras wt beads, Bodipy-FL-GTP binding, flow cytometry; actives lie on both sides;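 active = GTP binding activity at least 20% away from the 100% baseline, either lowered as inhibitor or raised as activator; inconclusive = flagged as likely green fluorescent, judged across all proteins in the well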;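 note: 0% = unlabeled GTP competition control and 100% = no-compound control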
Rac1 mut GTP: human Rac1 activated mutant GTP binding change; 190,000 compounds, 0.11% hits; GST-Rac1 activated beads, fluorescent GTP binding, flow cytometry; actives lie on both sides; 100% means binding = to untreated wells; P63000; percent activity (GTP binding), % at 10 µM;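 active = GTP binding at least 20 percentage points away from the 100% baseline, in either direction, so actives lie on both sides; inconclusive = Compound likely fluorescent itself, or too few beads counted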
Pf gamet viab: inhibitors of late stage P. falciparum gametocyte viability | P. falciparum stage V gametocytes, ATP luminescence, 24 h | inhibition, % at 10.9 µM | 150,000 compounds, 0.065% hits;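 active = inhibition above the mean plus 3 SD of compounds within the control limits, set per campaign, cut at about 38% in these data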;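 note: 0% = DMSO wells and 100% = medium only without gametocytes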
Cdc42 wt GTP: modulators (inhibitors or activators) of GTP binding to human Cdc42 wildtype; GST-Cdc42 beads, Bodipy-GTP binding, flow cytometry; actives lie on both sides; P60953; percent activity (GTP binding), % at 10 µM; 190,000 compounds, 0.2% hits;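 active = percent activity GTP binding at least 20 points away from the 100% baseline, either down as inhibitor or up as activator; inconclusive = compound flagged as likely green fluorescent from well-wide comparison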;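 note: median bead fluorescence of bound Bodipy-FL-GTP at 100 nM; 0% = excess unlabeled GTP control and 100% = no compound control; below 100% means less GTP binding so inhibitor and above means activator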
GSH bead fluor: GSH bead compound fluorescence profile; fluorescence (KMESF) at 10 µM; AID 1776; 190,000 compounds, 0.25% hits; GSH beads flow cytometry, compound fluorescence 488/530 nm; active compounds read high; in the data active = fluorescence above about 89;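 note: glutathione beads carrying GST-tagged Bcl family fusion proteins plus one bare bead set; values are compound well signal with DMSO vehicle wells as background; inactives centre near 16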
ABCG2 block: blocks JC-1 efflux by human ABCG2 transporter. AID 1325. 190,000 compounds, 0.1% hits. inhibition, % at 6.6 µM. Q9UNQ0. IgMXP3 cells, flow cytometry;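 active = inhibition above 80%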;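 note: 0% = DMSO and 100% = nicardipine control wells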
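Test system: IgMXP3 (ABCG2) plus far-red-tagged CCRF-Adr (ABCB1) cells / Amount: 3 million cells/mL in well / Reagent: JC-1 transporter substrate / Timing: 10 min compound exposure, 25 °C / Signal: flow cytometry, 530 nm JC-1 signal / Read-out: percent efflux inhibition, scaled nicardipine 100% to DMSO 0% / Benchmarks: nicardipine as high control, DMSO as low control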
Rac1 wt GTP bind: alters GTP binding to wildtype human Rac1; P63000; GST-Rac1 beads, fluorescent GTP binding, flow cytometry; actives lie on both sides; 0 = cold GTP competed, 100 = untreated; GTP binding activity (% of control), % at 10 µM; 190,000 compounds, 0.27% hits; AID 757;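 active = GTP binding activity at least 20 points away from the 100% control level, either lower or higher; inconclusive = compound flagged as likely green fluorescent, judged across all proteins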
ABCB1 inh: human ABCB1 inhibition, ABCG2 as counter-screen; CCRF-Adr cells, JC-1 efflux, flow cytometry; inhibition, % at 6.6 µM; P08183; AID 1326; 190,000 compounds, 0.067% hits; in the data active = inhibition above about 40%;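 note: 0% = vehicle and 100% = reference inhibitor; higher value means more JC-1 retained so stronger ABCB1 efflux block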
Target sequence (P08183 whole entry, looked up): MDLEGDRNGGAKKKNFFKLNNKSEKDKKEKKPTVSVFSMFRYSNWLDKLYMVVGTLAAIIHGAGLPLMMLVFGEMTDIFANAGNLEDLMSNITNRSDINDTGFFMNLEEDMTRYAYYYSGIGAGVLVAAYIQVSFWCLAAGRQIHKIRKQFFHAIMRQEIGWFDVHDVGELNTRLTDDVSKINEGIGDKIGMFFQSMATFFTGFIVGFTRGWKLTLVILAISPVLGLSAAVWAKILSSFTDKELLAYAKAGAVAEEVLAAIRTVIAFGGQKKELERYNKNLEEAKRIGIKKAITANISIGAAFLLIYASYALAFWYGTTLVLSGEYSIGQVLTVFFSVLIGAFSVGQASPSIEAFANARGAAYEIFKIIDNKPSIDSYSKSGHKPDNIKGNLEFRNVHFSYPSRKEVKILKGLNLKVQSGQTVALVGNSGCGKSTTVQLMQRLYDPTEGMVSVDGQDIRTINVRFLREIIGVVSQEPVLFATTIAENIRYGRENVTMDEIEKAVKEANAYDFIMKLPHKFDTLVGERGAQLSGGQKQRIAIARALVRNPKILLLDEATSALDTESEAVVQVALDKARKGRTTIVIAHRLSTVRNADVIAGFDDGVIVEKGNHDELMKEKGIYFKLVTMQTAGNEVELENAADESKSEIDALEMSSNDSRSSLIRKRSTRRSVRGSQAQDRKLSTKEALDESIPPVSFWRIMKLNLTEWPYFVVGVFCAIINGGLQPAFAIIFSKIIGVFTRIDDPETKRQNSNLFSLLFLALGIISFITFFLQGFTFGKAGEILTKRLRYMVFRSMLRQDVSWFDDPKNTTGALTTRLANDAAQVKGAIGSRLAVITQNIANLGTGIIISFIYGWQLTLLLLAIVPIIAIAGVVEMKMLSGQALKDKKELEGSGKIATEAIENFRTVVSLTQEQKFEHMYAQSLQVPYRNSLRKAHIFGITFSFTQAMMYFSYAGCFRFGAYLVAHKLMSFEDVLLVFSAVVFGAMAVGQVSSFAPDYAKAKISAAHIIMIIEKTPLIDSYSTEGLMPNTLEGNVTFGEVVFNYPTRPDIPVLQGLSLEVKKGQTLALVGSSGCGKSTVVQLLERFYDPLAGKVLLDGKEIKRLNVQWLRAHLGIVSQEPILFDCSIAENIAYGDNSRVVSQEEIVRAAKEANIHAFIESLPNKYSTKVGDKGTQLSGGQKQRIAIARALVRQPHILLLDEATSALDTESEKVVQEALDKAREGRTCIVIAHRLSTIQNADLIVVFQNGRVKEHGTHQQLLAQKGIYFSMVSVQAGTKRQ
Avidin bead fluor: compound fluoresces at 488/530 nm on avidin beads; compound fluorescence 488/530 nm, flow cytometry; active compounds read high; fluorescence (KMESF) at 10 µM; 220,000 compounds, 0.38% hits; AID 1775; in the data active = fluorescence above about 47; note: inactives centre near 10
Rab2 wt GTP: changes GTP binding to wildtype dog Rab2A, up or down. GST-Rab2 wt beads, Bodipy-GTP binding, flow cytometry. 190,000 compounds, 0.19% hits. P61105. GTP binding activity, % at 10 µM;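 active = GTP binding activity at least 20 points away from 100%, either lowered or raised; inconclusive = signal likely due to the compound's own green fluorescence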;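 note: 0% = beads with excess unlabeled GTP and 100% = no-compound control corrected for plate trend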
Active calls of the source: *; ? = inconclusive; . = no result given; & = joins results of further samples.

SMILES	Rab7 wt modul	HRas wt GTP	Rac1 mut GTP	Pf gamet viab	Cdc42 wt GTP	GSH bead fluor	ABCG2 block	Rac1 wt GTP bind	ABCB1 inh	Avidin bead fluor	Rab2 wt GTP
COc1ccc2c(c1)C1NC(=S)N[C@@](C)(O2)C1C(=O)Nc1ccccc1 (stereo partly drawn)	100	98	96	-3	99	30	-1	99	-0.3	4	99
Cn1nc(C(F)(F)F)c(CN2CC(C)(C)C2=O)c1N1CCOCC1	96	97	95	10	99	11	12	99	0.5	11	96
CC(=O)c1cccc(NC(=O)NNC(=O)CCC(=O)Nc2ccc(C)c(C)c2)c1	105	98	94	.	94	24	-1	95	-0.4	8	97
CC(C)(CO)N=C1NS(=O)(=O)c2cc([N+](=O)[O-])ccc21	105	100	98	5	99	10	0	105	0.1	3	97
COc1ccc(Cc2nnc(NS(=O)(=O)c3ccc(Cl)cc3)s2)cc1OC	?	?	?	0	?	21	-1	?	-0.4	6	?
CCn1c(Cc2ccc(OC)cc2)nnc1SCC(=O)NC1CCCCC1	104	107	99	-33	109	23	4	104	0.9	12	106
CCOc1cccc2sc(Cl)nc12	94	97	96	4	102	21	6	95	1.1	11	94
Cc1ccccc1NC(=S)NNC(=O)c1ccoc1C	97	97	93	.	98	46	2	95	0.2	10	95
Cc1cccc(C)c1N=Cc1c(C(F)(F)F)[nH][nH]c1=O	106	100	95	1	100	9	5	101	0.5	12	99
CS(=O)(=O)N1CCC(C(=O)Nc2cc(Cl)cc(Cl)c2)CC1	105	102	96	.	96	26	18	99	0.8	10	101
O=C(N/N=C/c1ccc(OCc2ccccc2)cc1)c1ccc(O)cc1	101	98	94	-12	93	9	1	100	-0.6	23	95
O=C(CSc1nc2ncccc2[nH]1)NCc1ccccc1	103	103	101	2	101	22	3	103	0.8	16	105
COC(=O)C1=C(C(=O)OC)SC2(S1)C(C(=O)OC)=C(C(=O)OC)SC1=C2c2cc(C)ccc2NC1(C)C	100	97	98	15	97	8	7	101	3.8	8	98
O=[N+]([O-])c1cc2c(cc1[N+](=O)[O-])OCCOCCOCCOCCO2	100	98	100	7	104	9	3	102	1.0	20	99
CC(=O)c1sc(NC(=O)c2ccc(Cn3cc(Br)cn3)o2)nc1C	101	100	99	.	99	11	-5	102	-7.4	10	100
CCOC(=O)C1CCN(CC(=O)Nc2c(C(=O)OC)[nH]c3cccc(C)c23)CC1	97	102	101	8	103	21	2	105	0.8	15	101
O=S(=O)(Nc1cccc(S(=O)(=O)N2CCOCC2)c1)c1ccc2c(c1)OCCO2	101	95	94	.	94	14	10	97	1.0	12	95
Cc1ccccc1-c1noc(-c2ccc(Cl)cc2)n1	102	105	100	.	105	31	1	105	0.2	9	103
O=S(=O)(CCc1nc2ccccc2o1)c1ccc(Cl)c(Cl)c1	98	101	101	.	103	15	1	104	0.1	14	99
Cc1ccccc1NC(=O)CSc1nn2c(=O)c(C)nnc2s1	105	100	97	10	97	9	0	101	0.8	25	99
CCOc1ccc(/C(O)=C2/C(=O)C(=O)N(CCOCCO)C2c2ccc(F)cc2)cc1 (stereo not drawn)	99	99	94	.	97	27	3	101	0.3	14	97
Cc1nn(C(C)(C)C)c(N)c1-c1ccccc1	100	101	100	16	104	16	2	103	0.4	13	99
CC(=O)c1c(N(C)C)ccnc1C(F)(F)F	100	102	104	.	105	19	6	108	0.5	23	100
N#Cc1c(NC(=O)Cn2cnc3ccccc3c2=O)oc(-c2ccccc2)c1-c1ccccc1	90	89	85	0	91	43	-2	88	-0.5	5	88
CC(C)N1CCC(=NNC(=O)c2ccc(Br)o2)CC1	96	99	98	11	98	34	0	102	-2.9	8	96
CCCC(=O)Nc1ccc(C(=O)n2ccc(C)n2)cc1	106	99	97	11	98	10	3	101	0.2	10	99
O=C(CN1C(=O)CCC1=O)NNc1ccc2ccccc2c1	94	97	97	-18	99	15	1	96	0.7	10	101
COc1ccc(OC)c(NC(=O)CSc2ncnc3c2cnn3-c2ccccc2Cl)c1	99	98	99	.	100	19	18	104	4.5	24	98
CC(=O)Nc1ccc(NC(=O)Cn2nc([N+](=O)[O-])c(Br)c2C)cc1	96	94	97	2	99	9	2	96	1.6	13	97
COC(=O)[C@@H](NC(=O)Nc1cccc(Br)c1)C(C)C	101	100	99	-4	101	10	6	103	0.5	11	100
CCC(C)c1ccc(O)c(NC(=S)NC(=O)c2cccnc2)c1 (stereo not drawn)	99	98	97	.	97	10	21	97	2.3	12	98
O=C(COC(=O)c1ccc([N+](=O)[O-])o1)Nc1cccc(S(=O)(=O)N2CCCCC2)c1	99	96	94	7	97	15	6	96	0.4	11	96
Cc1cc(NC(=O)CSc2ccc3nnc(-c4ccccn4)n3n2)no1	95	94	96	.	97	18	-1	97	-0.9	9	93
CC(=O)C(=Nc1ccc(Cl)cc1Cl)NNc1cccc(Cl)c1	99	100	97	.	101	19	3	100	0.1	7	101
CC1CCCCN1C(=O)c1ccc(OC2CCN(S(=O)(=O)N(C)C)CC2)cc1 (stereo not drawn)	104	99	94	17	95	23	1	101	0.8	9	97
O=S(=O)(c1cccc2c(S(=O)(=O)N3CCCC3)cccc12)N1CCCC1	105	104	99	.	102	26	8	102	1.9	8	99
Cc1c(C)[n+](=O)c(-c2ccco2)c(C)n1[O-]	104	102	100	.	104	24	5	101	0.5	27	102
O=C(c1ccc2c(c1)OCCO2)C1CCN(S(=O)(=O)c2cccc(F)c2)CC1	98	100	98	.	102	16	-1	101	-0.3	4	99
O=C1c2ccccc2S(=O)(=O)N1CC(O)COc1ccc(Br)cc1 (stereo not drawn)	98	97	97	1	99	21	1	98	0.9	16	98
COc1ccc(CCNC(=O)CSc2nc3[nH]ncc3c(=O)n2-c2ccccc2OC)cc1OC	?	?	?	-15	?	12	1	?	-0.1	24	?
O=C(CSc1nnc(C2CC2)n1Cc1ccccc1)Nc1cccnc1Cl	102	97	95	-3	91	12	7	92	0.8	8	96
COc1ccc(/C=C2\SC(=O)N(CCNC(=O)C3CC(=O)N(c4ccccc4)C3)C2=O)cc1 (stereo not drawn)	97	97	98	.	101	16	5	96	1.3	12	99
Cc1ccc(-n2nc(C)c3c(=O)[nH]c(C(F)(F)F)nc32)cc1	93	96	95	.	93	9	0	97	-0.3	9	94
O=C(N/N=C/c1cccc(Oc2ccccc2)c1)c1ccccc1Br	101	100	97	.	101	31	47	103	1.8	13	100
S=c1[nH]nc(COc2ccccc2)n1/N=C/c1ccccn1	98	99	97	22	100	15	-1	102	-0.5	12	98
CC(=O)N1CCC2(CC1)C/C(=N\NC(=S)Nc1ccccc1C)c1cc(O)ccc1O2	96	96	94	8	97	19	1	100	-0.4	10	98
O=C(NCc1ccco1)Nc1ccc([N+](=O)[O-])cc1	95	97	96	10	100	17	3	99	-0.2	8&10	100
COc1ccccc1NC(=O)Cn1c(=O)n2nc(C)nc2c2ccccc21	102	104	102	.	101	23	7	106	1.1	8	103
Cc1csc(=Nc2ccccc2)n1CCO	99	100	100	-8	101	14	4	105	0.2	18	100
O=C(CSc1nnc2ccccn12)Nc1ccc2c(c1)OCO2	98	96	96	9	97	11	2	99	0.0	27	95
(listing goes on)
SMILES	Rab7 wt modul	HRas wt GTP	Rac1 mut GTP	Pf gamet viab	Cdc42 wt GTP	GSH bead fluor	ABCG2 block	Rac1 wt GTP bind	ABCB1 inh	Avidin bead fluor	Rab2 wt GTP
Cc1nc(SCn2nnc3ccccc3c2=O)nc(C)c1C	106	107	98	.	105	258*	3	111	0.9	8	105
O=C(O)c1cccc(S(=O)(=O)NCCc2ccccc2)c1	95	98	92	6	95	21	7	95	4.2	9	95
C=CCNc1nc(C)nc(OC)n1	103	104	100	.	106	46	1	105	0.4	7	104
CC(=O)c1c(C(C)=O)c(C)n(C2CCCCC2)c1C	96	96	97	.	97	23	1	98	0.0	4	95
CC1C/C(=N\NC(=O)CCc2ccc(S(=O)(=O)N3CCOCC3)cc2)CC(C)(C)C1 (stereo not drawn)	101	102	100	14	102	18	12	107	1.5	14	100
Cc1cc(C)n(/N=C/c2cccs2)c(=O)c1C#N	99	101	102	.	97	10	1	100	0.3	3	97
COc1ccc(Cl)cc1NC(=S)Nc1ccccc1F	104	99	96	.	98	10	1	100	-0.4	22	98
COCCCN(CC(=O)O)S(=O)(=O)c1cccc(Cl)c1	95	96	93	.	94	34	4	97	0.8	11	97
CCNc1nnc(-c2ccncc2)s1	104	101	98	-3	103	9	2	110	0.0	19	99
CCc1ccc(-c2nn(-c3cc(Cl)ccc3[N+](=O)[O-])c(=O)c3ccccc23)cc1	101	98	94	-19	101	12	-1	97	-7.6	6	98
O=C(CCCn1cc([N+](=O)[O-])cn1)NC1CCCCCC1	96	97	95	16	100	13	4	99	1.2	17	98
N#C/C(=C\c1ccc(OC(=O)c2ccc(Br)s2)cc1)c1nc2ccccc2[nH]1	106	103	102	19	104	5	-7	105	-1.1	3	102
CC1CCCN(S(=O)(=O)c2coc(C(N)=O)c2)C1 (stereo not drawn)	101	102	101	.	103	13	4	106	0.7	21	103
O=C(COC(=O)C1CC2C=CC1C2)Nc1cccc(S(=O)(=O)N2CCCCCC2)c1 (stereo not drawn)	99	102	98	-13	96	6	7	101	0.7	5	98
Cc1ccccc1NC(=O)CCC(=O)N/N=C/c1ccc(F)cc1	97	96	94	-13	98	10	5	97	1.2	2	99
O=S(=O)(/N=C(/c1ccccc1)N1CCCCC1)c1ccccc1	100	101	101	.	105	15	2	105	0.3	12	98
Cc1cccc(NC(=S)N/N=C2\CC(C)(C)Oc3ccc(O)cc32)c1	99	97	99	-17	101	13	8	102	-0.3	10	98
COc1ccc(OC)c(NC(=S)NCc2cccnc2)c1	100	105	101	3	103	6	3	105	0.5	2	103
COc1ccc(CCNC(=O)Cn2c(=O)n(CCCC(=O)NCc3ccco3)c(=O)c3sccc32)cc1OC	96	96	96	11	103	13	1	97	-0.3	12	97

Gathered by group: the entries above with a COOH group (2)
SMILES	Rab7 wt modul	HRas wt GTP	Rac1 mut GTP	Pf gamet viab	Cdc42 wt GTP	GSH bead fluor	ABCG2 block	Rac1 wt GTP bind	ABCB1 inh	Avidin bead fluor	Rab2 wt GTP
O=C(O)c1cccc(S(=O)(=O)NCCc2ccccc2)c1	95	98	92	6	95	21	7	95	4.2	9	95
COCCCN(CC(=O)O)S(=O)(=O)c1cccc(Cl)c1	95	96	93	.	94	34	4	97	0.8	11	97
